# High-throughput results as filed in PubChem.
# eIF4E 4G PPI = eIF4E/eIF4G interaction inhibition in translation initiation; 220,000 tested, 0.37% active; inhibition, % at 21.7 µM; P63073+Q04637; TR-FRET eIF4E-eIF4GI(517-606) binding, 2 h;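 active means inhibition above about 30%, limit read from the data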;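 further: 0% = full FRET control wells and 100% = background wells lacking eIF4GI fragment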
# BaF3 tox = parental Ba/F3 viability inhibition as JAK2V617F counter-screen | CellTiter-Glo ATP luminescence | inhibition, % at 5.6 µM | 220,000 tested, 1.1% active | AID 1486;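 active means inhibition above a per-campaign cutoff, the mean inhibition of all tested compounds plus 3 SD, cut at about 27% in these data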;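 further: 0% = DMSO wells and 100% = JAK Inhibitor I control wells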
# PERK inh = human PERK inhibition, primary cell-based screen. 220,000 tested, 0.17% active. CHO PERK-DD fusion, SEAP luminescence translation reporter. inhibition, % at 5.6 µM. AID 1416. Q9NZJ5;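 active means inhibition above the mean inhibition of all tested compounds plus 3 SD, set separately per screening campaign, cut at about 2.9% in these data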;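 further: PERK kinase domain activated by AP20187 dimerizer at 100 nM; 0% = DMSO with dimerizer and 100% = rapamycin at 8.4 µM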
# S1P4 agonist = activates the human S1P4 receptor; activation, % at 4.98 µM; O95977; 220,000 tested, 0.35% active; S1P4-expressing cell line, agonist reporter assay; in the data active means activation above about 11%;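 further: 0% = DMSO vehicle and 100% = reference agonist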
# NPY-Y2 PAM-ag = potentiates or activates human NPY-Y2 receptor | P49146 | cells expressing NPY-Y2, potentiator/agonist read-out | activation, % at 3.6 µM | 220,000 tested, 0.45% active; in the data active means activation above about 27%;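 further: cells stimulated with NPY near EC25 plus isoproterenol at EC100; 0% = vehicle plus submaximal agonist and 100% = vehicle plus saturating agonist; some results beyond the cut were filed as inactive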
# Target sequence (P49146 whole entry, looked up): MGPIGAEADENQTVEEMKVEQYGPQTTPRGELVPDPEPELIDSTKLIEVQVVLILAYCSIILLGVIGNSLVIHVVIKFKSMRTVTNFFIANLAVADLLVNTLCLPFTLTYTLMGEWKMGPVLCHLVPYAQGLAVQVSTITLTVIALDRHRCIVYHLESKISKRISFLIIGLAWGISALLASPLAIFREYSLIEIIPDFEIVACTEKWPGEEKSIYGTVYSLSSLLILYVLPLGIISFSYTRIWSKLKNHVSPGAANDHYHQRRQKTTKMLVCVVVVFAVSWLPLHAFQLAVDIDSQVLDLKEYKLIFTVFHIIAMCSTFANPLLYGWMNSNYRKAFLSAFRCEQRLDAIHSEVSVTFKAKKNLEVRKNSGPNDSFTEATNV
# MDM2 E3 inh = Mdm2 E3 ligase (human) inhibition; Q00987; cell-based MDM2 ubiquitination luciferase reporter, 2 h; 0 = plate control, 100 = twice control, blank-subtracted; signal enhancement, % at 5 µM; 210,000 tested, 0.11% active; AID 1230;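 active means signal enhancement of 30% or more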;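 further: luminescence tracks abundance of the self-degrading MDM2-luciferase fusion protein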
#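 Assay system: stable mammalian line carrying autodegrading MDM2–luciferase fusion reporter; amount: 2000 cells seeded into each well; buffer or medium: DMEM; benchmarks: plate control and blank wells; signal: luciferase luminescence; timing: 2 h compound exposure at 37 °C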
# S1P4 antag = blocks the human S1P4 receptor; O95977; S1P4-expressing cells, antagonist mode, reporter read-out; inhibition, % at 4.98 µM; 220,000 tested, 0.26% active; AID 1510; in the data active means inhibition above about 29%;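 further: 0% = wells stimulated with agonist and 100% = vehicle wells without agonist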
# Ba/F3 V617F tox = lowers viability of Ba/F3 cells expressing EpoR and JAK2V617F; inhibition, % at 5.6 µM; 220,000 tested, 1.1% active; ATP luminescence;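 active means inhibition above the campaign mean plus 3 SD over all tested compounds, cut at about 24% in these data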;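 further: cytokine-independent growth of Ba/F3 cells driven by EpoR plus mutant JAK2; 0% = DMSO-treated cells and 100% = JAK inhibitor I control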
# Wee1 stabilizer = human Wee1 degradation inhibition, primary screen; reporter increase, % at 5 µM; 220,000 tested, 1.2% active; HeLa Luc-Wee1K328M stability, luciferase luminescence; 100% = proteasome inhibitor MG132 effect; P30291;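 active means activation above the mean of all tested compounds plus 3 SD, set per screening run, cut at about 8.8% in these data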;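 further: cells exposed to compound for 20 h before luminescence read; 0% = DMSO alone and 100% = MG132 at 30 µM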
# Target sequence (P30291 whole entry K328M): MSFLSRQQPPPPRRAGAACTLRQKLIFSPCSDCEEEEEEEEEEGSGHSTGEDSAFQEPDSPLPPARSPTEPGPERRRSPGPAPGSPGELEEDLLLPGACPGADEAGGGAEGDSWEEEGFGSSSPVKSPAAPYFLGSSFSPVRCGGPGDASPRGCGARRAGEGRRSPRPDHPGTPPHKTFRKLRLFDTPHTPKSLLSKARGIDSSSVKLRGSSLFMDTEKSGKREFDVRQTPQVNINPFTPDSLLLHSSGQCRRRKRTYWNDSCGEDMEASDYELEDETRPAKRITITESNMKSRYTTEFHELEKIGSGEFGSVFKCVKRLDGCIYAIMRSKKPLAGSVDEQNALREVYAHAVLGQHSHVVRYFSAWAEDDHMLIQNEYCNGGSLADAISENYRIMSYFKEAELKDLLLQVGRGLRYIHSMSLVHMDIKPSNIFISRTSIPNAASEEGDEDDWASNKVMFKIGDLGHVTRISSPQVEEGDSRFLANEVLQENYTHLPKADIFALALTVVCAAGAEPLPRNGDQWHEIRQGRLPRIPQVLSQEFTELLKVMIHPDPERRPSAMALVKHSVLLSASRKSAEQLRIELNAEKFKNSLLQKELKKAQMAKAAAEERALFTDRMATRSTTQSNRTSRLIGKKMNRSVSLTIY
# The depositor's hits bear a star; · = no result given; [ ] = remark or other dose.
canonical_smiles,eIF4E 4G PPI,BaF3 tox,PERK inh,S1P4 agonist,NPY-Y2 PAM-ag,MDM2 E3 inh,S1P4 antag,Ba/F3 V617F tox,Wee1 stabilizer
CCCCC1CCC(C(=O)Nc2c(C)n(C)n(-c3ccccc3)c2=O)CC1 (stereo not drawn),·,4,0.3,-2.2,-13,·,-5,2,0
O=C(CSc1nc2ccccc2c(=O)n1-c1ccccc1)NCc1ccc2c(c1)OCO2,·,1,0.4,1.9,-9,-5,-4,-1,7
CCOc1ccc(CC(C(N)=O)C(N)=O)cc1,-3,2,0.3,-0.9,-7,-14,-14,3,1
O=C(NC1CC1)c1ccc(S(=O)(=O)NCC2CCCCC2)cc1,3,3,-1.3,1.7,1,-22,-36,-2,0
CN1CCN(C(=O)c2cc3c(n(-c4ccccc4)c2=O)CC(C)(C)CC3=O)CC1,2,4,0.6,0.1,-6,3,-4,2,1
N=C(N)SCc1ccccc1Cl,4[fluorescence artefact?],-3,1.6,-0.7,13,-9,1,-5,1
Cn1c(=O)c2c(nc(Sc3ncnn3CC(=O)NC3CCCCC3)n2C)n(C)c1=O,1,-2,0.2,-0.3,-7,-6,-6,-4,2
CCc1nnc(NC(=O)CSc2nc3c(c(=O)n2C)SC(C)C3)s1 (stereo not drawn),-3[fluorescence artefact?],4,-1.2,-1.3,3,-13,-7,2,-2
COc1ccc(/C=C2\N=C3CCCN3C2=O)cc1,-11,-5,0.8,0.6,5,·,-6,-3,2
Cc1cc(Nc2ccc(F)c(F)c2)nc(-c2ccccc2O)n1,-6,-4,1.2,-1.1,20,-5,-9,0,1
O=C(/C=C/c1ccccc1)N1c2ccccc2Sc2ccc(C(F)(F)F)cc21,2,5,0.0,0.7,6,-8,-22,5,-2
C/C=C(\C)CN1CCN(c2ccccc2)CC1,12,2,0.2,2.1,10,·,10,-3,-1
COC(=O)c1cc(Sc2cccc(Cl)c2Cl)ccn1,1,3,0.8,2.4,6,-12,-17,-2,-1
Cc1ccccc1NC(=O)NCCc1c[nH]c2ccccc12,1,6,0.3,2.7,-11,-15,11,2,-2
CCOC(=O)C1CCCN(C(=O)c2cnn3c(C(F)F)cc(-c4ccc(C)cc4)nc23)C1 (stereo not drawn),6,2,-1.4,1.0,-1,-23,-7,-3,-1
Cc1nc2c(C)cccc2cc1C(=O)N/N=C/c1cccc([N+](=O)[O-])c1,1,9,-0.7,-3.3,-1,-4,0,1,2
O=C(/C=C/c1ccc(Br)cc1)NCc1cccs1,2,7,0.2,4.6,-2,-12,-8,1,2
Cc1nnc(SCC(=O)NCC(=O)Nc2ccc(F)c(F)c2F)n1Cc1ccccc1,-1,1,0.1,1.4,2,-3,-3,-4,-1
Cc1ccc(-c2cn3c(n2)SCC3)cc1,0,0,0.9,-0.8,5,-7,-10,-1,6
CCC(=O)N1CCN(c2cc(C)ccc2C)CC1,-4[fluorescence artefact?],5,1.1,1.1,-18,-18,1,2,0
CCOc1ccc(/C=N/Nc2ccc(C(F)(F)F)cc2[N+](=O)[O-])cc1O,1[fluorescence artefact?],1,-0.1,-2.0,12,-5,6,2,-1
Nc1ccc(-c2cnc[nH]2)cc1[N+](=O)[O-],0,-5,0.0,-0.7,-7,-9,3,0,3
O=C(NN=C1CCCC1)c1ccccc1OCCOc1ccccc1,-3,3,0.5,-0.5,-24,-10,-13,-1,5
Cc1ccc2nc(NC(=O)Cn3cc4c(n3)CCCCC4)sc2c1,6,0,0.7,0.7,-5,-21,-7,-3,2
CC(C)c1ccc(N=c2c([N+](=O)[O-])nn(-c3ccc4c(c3)OCCO4)n2O)cc1,1,0,0.5,-1.6,-14,-19,-29,-3,-2
Clc1ccc(C2=NNC(=NCC3CCCO3)SC2)cc1 (stereo not drawn),1,3,-0.1,-1.6,0,-6,-8,-3,-1
CC(C)C(c1nnnn1C1CCCCC1)N1CCOCC1 (stereo not drawn),2[fluorescence artefact?],2,0.4,-2.0,-8,-14,-23,-1,-2
O=C(c1cc(N2C(=O)C3C4CCC(C4)C3C2=O)ccc1Cl)N1CCCCCC1 (stereo not drawn),6,8,0.0,0.8,-5,-6,-9,-1,-2
O=C(CSc1nnc(-c2cccnc2)n1Cc1ccco1)Nc1nc(-c2ccc(F)cc2)cs1,7,6,-0.6,-0.1,-7,5,1,1,2
Cc1cc(NC(=O)CCN2C(=O)/C(=C\c3ccccc3)SC2=S)no1,6,-3,0.4,0.7,1,-5,12,-1,-4

# Looked up by structure from above:
canonical_smiles,eIF4E 4G PPI,BaF3 tox,PERK inh,S1P4 agonist,NPY-Y2 PAM-ag,MDM2 E3 inh,S1P4 antag,Ba/F3 V617F tox,Wee1 stabilizer
Cc1nnc(SCC(=O)NCC(=O)Nc2ccc(F)c(F)c2F)n1Cc1ccccc1,-1,1,0.1,1.4,2,-3,-3,-4,-1
COc1ccc(/C=C2\N=C3CCCN3C2=O)cc1,-11,-5,0.8,0.6,5,·,-6,-3,2
CN1CCN(C(=O)c2cc3c(n(-c4ccccc4)c2=O)CC(C)(C)CC3=O)CC1,2,4,0.6,0.1,-6,3,-4,2,1
Cc1ccccc1NC(=O)NCCc1c[nH]c2ccccc12,1,6,0.3,2.7,-11,-15,11,2,-2
Nc1ccc(-c2cnc[nH]2)cc1[N+](=O)[O-],0,-5,0.0,-0.7,-7,-9,3,0,3
Cc1cc(NC(=O)CCN2C(=O)/C(=C\c3ccccc3)SC2=S)no1,6,-3,0.4,0.7,1,-5,12,-1,-4

# (further entries)
# Every second line gives: eIF4E 4G PPI | BaF3 tox | PERK inh | S1P4 agonist | NPY-Y2 PAM-ag | MDM2 E3 inh | S1P4 antag | Ba/F3 V617F tox | Wee1 stabilizer
COCCOC(=O)CSc1ncccc1-c1nc2cc(C)c(C)cc2[nH]1
  -5 | 9 | -0.5 | -1.8 | 4 | -10 | 9 | 6 | 0
Cc1nc(-n2nnc3ccccc32)c2c3c(sc2n1)CCCC3
  1 | 3 | -1.1 | -0.3 | -36 | -10 | -3 | 3 | 0
Cc1ccc(NC(=O)c2cc(C(C)(C)C)nn2Cc2ccccc2)cc1
  -1 | -4 | -0.4 | 1.6 | -36 | -13 | 12 | -1 | -2
CSc1ccc(CNCCN2CCOCC2)cc1
  -4 | 5 | 0.4 | 0.3 | 2 | · | -1 | 2 | 0
N=c1sccn1CC(=O)Nc1cc(S(=O)(=O)N2CCCCC2)ccc1Cl
  0 | 1 | 0.0 | -0.6 | -9 | -10 | 2 | -5 | -1
CC1CCC2(CC1)NC(CO)(CO)CO2 (stereo not drawn)
  10 | 3 | 1.4 | 1.1 | -2 | -9 | 17 | -5 | 1
CCc1ccc(NC(=O)C(=O)NCCN2CCN(Cc3ccc([N+](=O)[O-])cc3)CC2)cc1
  4 | -2 | -0.6 | 0.3 | 4 | -12 | 0 | -1 | -2
COC(=O)CN(c1ccc(Cl)cc1C)S(C)(=O)=O
  0 | -2 | 0.7 | 2.0 | -2 | -3 | -16 | -5 | -5
CC(C)(C)NC(=O)CN(Cc1cccs1)C(=O)CCN1CCc2ccccc21
  11 | -1 | -0.8 | -0.4 | -19 | -9 | 3 | -1 | -1
Cn1cc(C(=O)Nc2ccc(Cl)cc2)c(C(F)(F)F)n1
  4 | 0 | 1.4 | -1.2 | 14 | -16 | 0 | -3 | -1
CC(NC(=O)c1cccnc1)C(c1cccs1)N1CCN(C)CC1 (stereo not drawn)
  -7 | 10 | 0.0 | -2.6 | 0 | -12 | -11 | 3 | 3
COC(=O)c1sccc1NC(=O)C1C2C=CC(O2)C1C(=O)O (stereo not drawn)
  3[fluorescence artefact?] | 3 | 1.9 | -2.6 | 7 | -15 | -19 | -3 | -1
COc1ccc(N2CCN(S(=O)(=O)/C=C/c3ccccc3)CC2)cc1
  -2[fluorescence artefact?] | 5 | 0.2 | 0.3 | -1 | -29 | -16 | -2 | 9.3*
Cc1ccc(N2CC(C(=O)OCC(=O)C(C)(C)C)CC2=O)cc1C (stereo not drawn)
  -1 | 3 | -0.2 | 1.9 | 13 | -3 | 1 | -1 | 0
CC(=O)NC(c1cccc([N+](=O)[O-])c1)c1c(OC(C)=O)ccc2ccccc12 (stereo not drawn)
  3 | 6 | -0.7 | 1.3 | 1 | 6 | -11 | 4 | 4
COc1ccc(CN=C2NN=C(c3ccccc3)CS2)cc1
  -5 | 0 | 0.2 | -0.2 | 5 | 5 | -10 | -3 | -1
Oc1ccc(O)c(-c2cnns2)c1
  3 | 2 | 1.1 | -0.8 | 20 | · | 5 | -4 | 5
CCN1C(=O)C(CC(=O)NC)N(NC(=O)c2ccccc2)C1=S (stereo not drawn)
  -3 | 9 | 0.5 | -3.3 | 0 | -6 | -3 | 3 | -3
O=C(CSc1nc2[nH]ncc2c(=O)[nH]1)NCc1ccccc1Cl
  -3[fluorescence artefact?] | 4 | 0.3 | 0.7 | -8 | -7 | -19 | 0 | 3
CCOC(=O)COc1ccc(N)cc1CC(NC(C)=O)(C(=O)OCC)C(=O)OCC
  2 | 4 | 0.4 | 1.1 | 0 | -11 | -18 | 4 | -1
CCCC(=O)N1CCN(c2ccc(NC(=O)c3ccc(Br)o3)cc2)CC1
  1 | 5 | -0.4 | -2.2 | -9 | 4 | -21 | -1 | 6
O=C(Cn1cnc2c(nnn2Cc2ccc(F)cc2)c1=O)N1CCCc2ccccc21
  -1[fluorescence artefact?] | -2 | 0.4 | 0.3 | 0 | -6 | -10 | -4 | -1
Cc1onc(-c2c(F)cccc2Cl)c1C(=O)N1CCCc2ccccc21
  7 | 6 | -0.9 | -1.3 | 12 | -11 | 1 | 1 | -2
Cc1ccccc1-c1nc2ccccc2o1
  4 | 3 | 0.2 | -2.4 | 0 | -5 | -1 | -1 | -1
O=S(=O)(c1cccc2nonc12)N1CCCCCC1
  3 | 3 | 1.7 | 0.0 | 8 | 7 | -20 | -1 | -1
COC(=O)CCN(C(=O)c1cccc([N+](=O)[O-])c1)c1ccccn1
  0 | 2 | 0.4 | 0.3 | 0 | -7 | 10 | -2 | 1
COC(=O)Nc1nc(C)c(C(=O)c2ccccc2)s1
  5 | 8 | -0.7 | 1.2 | -2 | 2 | -3 | 4 | 2
CCOC(=O)C1=C(C)NC2=C(C(=O)CCC2)C1c1ccc(N(C)C)cc1 (stereo not drawn)
  2 | 5 | -1.7 | 0.8 | 2 | 1 | 5 | -3 | 0
COc1ccc(N2CCN(C(=O)NC3CC(=O)N(c4ccc(OC)cc4)C3)CC2)cc1 (stereo not drawn)
  4 | 5 | -0.1 | 0.2 | 0 | -13 | 2 | -1 | 2
